ROCK2 blocker – inhibitors of human ROCK2 kinase, primary screen, biochemical, high-throughput, luminescence; Rho-associated protein kinase 2 (Homo sapiens), O75116; AID 604, 2007; inhibition, % at 6 µM; 0.35% of 60,000 active; purified ROCK2, Kinase-Glo ATP depletion luminescence;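 active means inhibition above the screen-wide mean inhibition plus 3 SD, cut at about 18% in these data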;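 further: plate controls were DMSO wells for no effect and Y-27632 control wells after no-enzyme background subtraction for full effect; many of its hits are not listed in these tables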
Target sequence (O75116 whole entry, looked up): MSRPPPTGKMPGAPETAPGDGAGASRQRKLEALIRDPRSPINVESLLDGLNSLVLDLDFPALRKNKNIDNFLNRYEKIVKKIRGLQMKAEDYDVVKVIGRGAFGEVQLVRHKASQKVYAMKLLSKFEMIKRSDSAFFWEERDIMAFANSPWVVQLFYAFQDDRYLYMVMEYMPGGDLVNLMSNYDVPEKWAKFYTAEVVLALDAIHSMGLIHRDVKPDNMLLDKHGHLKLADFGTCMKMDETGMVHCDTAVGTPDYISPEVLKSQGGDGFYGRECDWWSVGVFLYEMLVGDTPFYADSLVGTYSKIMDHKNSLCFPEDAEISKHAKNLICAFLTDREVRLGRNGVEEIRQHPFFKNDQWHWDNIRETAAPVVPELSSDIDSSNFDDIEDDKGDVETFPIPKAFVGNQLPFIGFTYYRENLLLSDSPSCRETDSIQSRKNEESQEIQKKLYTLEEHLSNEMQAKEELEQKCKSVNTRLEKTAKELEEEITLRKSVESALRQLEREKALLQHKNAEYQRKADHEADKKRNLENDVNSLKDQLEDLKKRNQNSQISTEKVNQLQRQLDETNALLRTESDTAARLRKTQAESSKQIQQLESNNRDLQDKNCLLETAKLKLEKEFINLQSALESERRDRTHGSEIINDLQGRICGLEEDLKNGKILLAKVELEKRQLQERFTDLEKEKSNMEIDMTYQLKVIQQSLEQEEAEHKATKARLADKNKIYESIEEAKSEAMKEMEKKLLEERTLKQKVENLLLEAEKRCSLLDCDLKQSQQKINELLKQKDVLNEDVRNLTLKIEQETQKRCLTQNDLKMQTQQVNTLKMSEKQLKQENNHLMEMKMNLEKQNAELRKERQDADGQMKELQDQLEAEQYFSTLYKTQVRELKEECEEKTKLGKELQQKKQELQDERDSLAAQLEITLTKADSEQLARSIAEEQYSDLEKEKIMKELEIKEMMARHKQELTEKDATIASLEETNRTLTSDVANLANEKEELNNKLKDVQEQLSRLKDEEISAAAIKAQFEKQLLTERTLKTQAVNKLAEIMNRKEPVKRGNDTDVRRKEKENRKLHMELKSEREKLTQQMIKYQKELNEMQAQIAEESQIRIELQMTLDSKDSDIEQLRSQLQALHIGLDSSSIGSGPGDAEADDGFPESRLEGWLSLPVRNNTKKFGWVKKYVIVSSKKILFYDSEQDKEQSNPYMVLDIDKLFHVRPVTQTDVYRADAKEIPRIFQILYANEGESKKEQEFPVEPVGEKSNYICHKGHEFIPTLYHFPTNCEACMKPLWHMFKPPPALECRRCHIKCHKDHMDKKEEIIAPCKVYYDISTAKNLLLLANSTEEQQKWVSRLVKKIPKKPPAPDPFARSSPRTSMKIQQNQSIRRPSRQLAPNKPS
MKP-1 inh – MKP-1 phosphatase inhibitors, primary screen, biochemical, in vitro. AID 374, 2006. 0.15% of 65,000 active. recombinant MKP-1, OMFP hydrolysis fluorescence. inhibition, %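 (compounds tested at a single concentration somewhere between 10 and 100 µM)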. Dual specificity protein phosphatase 1 (Homo sapiens), P28562;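 active means inhibition above about 50%, limit read from the data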;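 further: 0% = DMSO max control wells and 100% = wells with enzyme stopped by NaOH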
Hsp90 block – tumor Hsp90 inhibitors, primary screen, cell lysate, fluorescence polarization, NCI-N417 lysate. Heat shock protein HSP 90-alpha (Homo sapiens), P07900. Cy3B-geldanamycin FP displacement. inhibition, % at 30 µM. 0.35% of 64,000 active;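 active means inhibition above 50%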;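 further: 0% = tracer plus lysate wells and 100% = tracer alone without lysate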
A340 absorber – compound light absorbance at 340 nm, profiling panel, artefact control, biochemical, MLSMR library, data from PS, PMK, MK assays. compound absorbance at 340 nm, fold over control. 65,000 tested, under 10 active. fold change at 10 µM. AID 708, 2007;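 active means at 10 µM dose, initial 340 nm absorbance at least 2 fold that of control wells; inactive means change under 2 fold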;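 further: initial absorbance extrapolated from kinetic A340 decline of NADH oxidation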
Her2 expr inh – inhibitors of Her2 protein expression, primary screen, SKBR-3 cells, AlphaScreen, 66K library | Receptor tyrosine-protein kinase erbB-2 (Homo sapiens), P04626 | SKBR-3 HER2 protein level, 18-24 h; active compounds read low | HER2 level % of control, % at 10 µM | 0.69% of 65,000 active | AID 645, 2007;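 active means HER2 level under 5% of the carrier-only control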;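 further: 100% = DMSO carrier and 0% = 500 nM PU-H71 HSP90 inhibitor; lower value means stronger loss of Her2 protein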
PKA inh – inhibitors of human PKA kinase activity, primary screen, biochemical, ATP-depletion luminescence, Kemptide substrate; PKA Kemptide phosphorylation, Kinase-Glo ATP luminescence; inhibition, % at 6 µM; 0.1% of 65,000 active; AID 524, 2006;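 active means inhibition above the screen-wide mean inhibition plus 3 SD, cut at about 21% in these data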; further: many of its hits are not listed in these tables
Cdc25B inh – inhibitors of Cdc25B phosphatase catalytic domain, primary screen, biochemical, OMFP fluorescence | recombinant Cdc25B, OMFP fluorescence Ex485/Em525 | inhibition, %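 (compounds tested at 10 µM final in the well)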 | 0.1% of 65,000 active | AID 368, 2006; in the data active means inhibition above about 50%
JNK3 inh – JNK3 kinase activity inhibitors, primary screen, biochemical, human, purified enzyme; Mitogen-activated protein kinase 10 (Homo sapiens), P53779; HTS; inhibition, % at 8 µM; 0.61% of 60,000 active; in the data active means inhibition above about 17%;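 further: 0% = DMSO and 100% = reference inhibitor; many of its hits are not listed in these tables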
Fluor 339 460 – intrinsic fluorescence of library compounds, ex339/em460 – biochemical, MLSMR library, data from DPM-DC assay, artefact control, profiling panel | compound autofluorescence, ex339/em460 nm, NADH buffer; active compounds read high; 1 = no-compound wells, NADH background | fluorescence fold increase at 10 µM | 5.5% of 65,000 active;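 active means at 10 µM, mean starting fluorescence two-fold or more over control wells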;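 further: signal is the first read of a kinetic run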
The depositor's hits bear a star; . = not tested or not shown. These rows are one share of the data; rates above refer to the full screens.

SMILES	ROCK2 blocker	MKP-1 inh	Hsp90 block	A340 absorber	Her2 expr inh	PKA inh	Cdc25B inh	JNK3 inh	Fluor 339 460
C=C(C)CN=c1scc(C)n1/N=C/c1ccco1	5	6	-3	1	82	8	-4	-16	1
O=C(CN(C(=O)CNS(=O)(=O)c1ccccc1)C1CCCC1)NCc1ccco1	2	2	-1	0.99	86	4	-9	-4	1
O=C(CNC(=O)c1cccs1)NCCN1CCN(c2ccccc2F)CC1	4	-2	-3	0.96	131	7	-3	8	1
COc1ccc(N2C(=O)c3cccc4cccc(c34)C2=O)nn1	2	1	2	1.1	119	2	-2	6	1.6
O=C(O)c1cc(S(=O)(=O)N2CCCC2)ccc1Br	7	-8	-2	1	131	9	-1	-6	1.1
O=C(c1ccc2ccccc2c1)N1CCN(c2ccccc2)CC1	0	-3	-1	1	66	5	-8	2	1.1
CC1CN(C2CCN(C(=O)c3ccccc3Cl)CC2)CC(C)O1 (stereo not drawn)	6	5	1	1	119	5	10	0	1.1
CC(C)Sc1ncnc2c1oc1ccccc12	-2	9	-5	1	67	-2	-6	10	1.1
C=CCNC(=O)CCCOc1cccc(C)c1	4	1	-4	1.1	86	-3	-8	2	1.1
COc1ccc(-c2cc(C(F)(F)F)n3nc(C(=O)NCc4ccco4)cc3n2)cc1	4	6	-1	1.1	131	2	-14	1	2.2*
Cc1cc(N2CCOCC2)nc2ccc(NC(=O)CCC(=O)N3CCCCC3)cc12	9	-2	-5	1	85	8	-17	-4	4.7*
Cc1ccc(C)n1-c1ccc(-n2cnnn2)cc1	4	4	1	1	88	8	1	2	1.1
NC(=O)CSc1nnc(-c2cnccn2)n1-c1ccccc1	6	2	-1	1	100	6	-3	-7	1
CC(C)Cc1nnc(NC(=O)c2ccncc2)s1	6	-2	-3	1.1	121	14	-6	2	1
CN1CCc2c(sc3c2C(=O)NC(c2ccc4c(c2)OCO4)N3)C1 (stereo not drawn)	2	-17	2	1	82	-7	-9	-4	1.1
O=C(O)CC1C(=O)NCCN1Cc1ccc(F)c(F)c1 (stereo not drawn)	3	-4	-4	1	72	7	-29	0	1.1
COc1cccc(-c2c(NC(=O)c3ccco3)n(-c3ccc(C)cc3)nc(C)c2=O)c1	3	-20	-1	1	84	4	10	5	1.1
CCOC(=O)C(NC(=O)CC)(Nc1ccc(S(=O)(=O)Nc2onc(C)c2C)cc1)C(F)(F)F (stereo not drawn)	2	3	7	0.98	87	3	-7	4	1
O=c1cc(CSc2nc3cc(Cl)ccc3o2)nc2sccn12	0	-3	3	1	68	-1	-4	-3	1.1
O=C(NCCn1ccc2ccccc21)C1CCCCC1	4	1	-2	1	112	5	-7	2	1.1
Cn1c(=S)[nH]c2cccnc21	-4	-2	5	1	93	-12	9	-14	1.1
CCCCCCNC(=O)c1c(O)c2ccccc2[nH]c1=O	-1	-14	-2	1	111	1	12	-1	1.1
Cc1cc(C)n(C(=O)CN2C(=O)c3ccccc3C2=O)n1	3	8	-1	1	86	-3	-12	6	1
Cc1cc(/C=N/n2cnnc2)c(C)n1-c1cc(Cl)ccc1Cl	0	12	-6	1.1	101	-5	-9	4	1.1

The closing two records of the part above come first, to join the parts:
SMILES	ROCK2 blocker	MKP-1 inh	Hsp90 block	A340 absorber	Her2 expr inh	PKA inh	Cdc25B inh	JNK3 inh	Fluor 339 460
Cc1cc(C)n(C(=O)CN2C(=O)c3ccccc3C2=O)n1	3	8	-1	1	86	-3	-12	6	1
Cc1cc(/C=N/n2cnnc2)c(C)n1-c1cc(Cl)ccc1Cl	0	12	-6	1.1	101	-5	-9	4	1.1
Cc1ccccc1-n1c(SCc2c(C)noc2C)nnc1-c1ccncc1	.	9	-13	1	97	-3	-6	.	1.1
CC12CS(=O)(=O)CC1SC(=S)N2c1ccccn1 (stereo not drawn)	4	13	-3	1	108	14	-10	3	1
N#Cc1c(-c2ccc(Cl)cc2Cl)nc2n(c1=O)CCS2	.	31	-5	1.1	104	-4	2	.	1.2
CC(C)(C)C(=O)Cn1c(=N)n(Cc2ccccc2)c2ccccc21	3	-1	-4	0.97	86	1	-13	0	1
CC[n+]1cc(-c2ccccc2)nc(N2CCOCC2)n1	0	-11	-7	1.1	108	3	0	-6	0.94
CCOC(=O)C1=C(Cn2ccc(C(F)(F)F)n2)NC(=O)NC1c1ccc2c(c1)OCO2 (stereo not drawn)	-3	-2	-2	1	114	-5	14	-5	1.1
CCOC(=O)CC1=CC(C)(CC(=O)OCC)C(C#N)(C#N)C(N)=C1C#N (stereo not drawn)	-5	3	-3	1.1	76	-4	-4	-5	1.1
Cc1[nH]n(-c2ccccc2)c(=O)c1/C=N/c1ccccn1	-3	4	-1	1.2	80	4	-11	-9	0.99
CCOC(=O)c1[nH]c(C)c(C(=O)N(CC)CC)c1C	9	-5	-8	1	90	5	-4	1	1.1
CCc1nnc(SCc2ccc(CSc3nnc(CC)n3N)cc2)n1N	-8	6	-5	1	93	3	-9	-10	1.1
COc1ccccc1C(=O)NCCn1cc(SCC(=O)Nc2cc(C)on2)c2ccccc21	4	9	-10	0.94	72	11	-10	6	1.1
COc1ccc(C(=O)NCc2cn3ccccc3n2)cc1	-2	-9	2	1	70	-3	9	16	1.2
COc1cc(CN2CCC(C(=O)N3CCCC(C)C3)CC2)cc(Br)c1O (stereo not drawn)	-2	44	-2	1	67	-1	1	-7	1.4
CCc1nn(CC(=O)N2CCN(Cc3ccc4c(c3)OCO4)CC2)c(=O)c2cc3occc3n12	-3	4	-2	0.99	95	-3	-21	0	1.1
CN1CCN(Cc2nc(N)nc(Nc3ccc4c(c3)OCCO4)n2)CC1	6	28	-3	1	123	2	-1	3	1.1
CCC(Sc1nnc(C)s1)C(=O)Nc1nccs1 (stereo not drawn)	1	3	-4	1	89	7	-5	1	1
Cc1ccnc(SCC(=O)N2CCN(c3cccc(Cl)c3)CC2)n1	5	8	-7	1	91	11	1	0	1.1
COC(=O)C1CCN(C(=O)C(C)Oc2ccc(Cl)cc2Cl)CC1 (stereo not drawn)	.	4	-4	1	180	4	-6	.	1.1
Cc1cc(-c2c(C)n([O-])c(C)c(C)[n+]2=O)ccc1F	.	12	.	0.98	112	3	-24	.	1.1
Cc1cc(=O)oc(C)c1C(=O)OCC(=O)c1ccccc1	-4	-4	3	1.1	114	10	-13	8	1.1
O=C(Nc1nc(-c2ccccn2)cs1)C1CC1	-1	-1	2	1	113	-6	-8	2	1.1
Cc1ccc(-c2noc(CCC(=O)N(C)c3ccccc3C)n2)cc1	9	9	-1	1	95	9	-15	4	1
Brc1ccc(CSc2nnc(Cc3c[nH]c4ccccc34)o2)cc1	0	-2	-2	1	86	2	-3	-7	1.1
O=S(=O)(c1cccc(-c2nc3ccccc3s2)c1)N1CCCC1	1	7	-2	1	129	7	-7	-9	1.1
c1cc2nnnn2nc1N1CCCCC1	6	7	-3	1	113	3	-7	3	1.1
CNC(=O)Nc1cccc(NC(=O)NC)n1	7	-25	-2	1	122	0	9	0	1.1
COc1cc2c(cc1OC)C(/C(C#N)=N\O)=NC(C)(C)C2	8	0	0	1	92	7	-9	4	1
Cc1ccc(NC(=O)CS(=O)CC(=O)Nc2cccc(C)c2C)cc1F (stereo not drawn)	5	7	3	1	80	15	0	1	1.1
COc1ccc(OC)c(NC(=O)CCN2CCN(Cc3ccccc3)CC2)c1	6	-6	0	1	73	9	0	-5	1.1
O=C(O)C(CCCCN1C(=O)c2ccccc2C1=O)N1C(=O)c2ccccc2C1=O (stereo not drawn)	3	7	0	1	104	2	-8	2	1.1
OCCN1CCN(C(=S)c2ccc(Cl)c(Cl)c2)CC1	-1	8	-8	1.1	135	-5	8	-1	1.1
CCN(CC(F)(F)C(F)F)S(=O)(=O)c1ccc(NC(=O)OC)cc1	7	5	-2	1	102	10	-14	5	1.1
COc1ccc(C2CCCN2C(=O)c2cccs2)cc1 (stereo not drawn)	6	-6	-4	1	114	8	-9	2	1.1
O=C(Oc1cccc2cccnc12)c1cccc(-n2cnnn2)c1	4	-3	15	0.97	102	0	4	-2	1
Cc1ccc2[nH]c3c(NCc4ccco4)ncnc3c2c1	5	-9	-10	1.1	43	6	3	10	3.8*
COC(CCN(C)C)(c1ccccc1)c1ccccc1	5	-2	-4	1	91	9	3	8	1.1
CCOC(=O)c1ccc(NCc2nc3ccccc3[nH]2)cc1	-5	-10	-2	1	88	3	-2	1	1
Cn1c(CNC(=O)Nc2ccccc2Cl)nnc1SCc1ccccc1	2	4	-2	0.95	99	8	-4	-4	1.1
CN1CCN(C(=O)c2ccc(CS(=O)(=O)c3c(Cl)cccc3Cl)o2)CC1	1	-10	1	0.99	98	6	-14	2	1
Cn1c(SCC(=O)NCc2ccccc2)nc2ccccc21	-1	-13	3	1	85	-4	1	-17	1.1

Among those listed so far, these have a Cl atom.
SMILES	ROCK2 blocker	MKP-1 inh	Hsp90 block	A340 absorber	Her2 expr inh	PKA inh	Cdc25B inh	JNK3 inh	Fluor 339 460
CC1CN(C2CCN(C(=O)c3ccccc3Cl)CC2)CC(C)O1 (stereo not drawn)	6	5	1	1	119	5	10	0	1.1
O=c1cc(CSc2nc3cc(Cl)ccc3o2)nc2sccn12	0	-3	3	1	68	-1	-4	-3	1.1
Cc1cc(/C=N/n2cnnc2)c(C)n1-c1cc(Cl)ccc1Cl	0	12	-6	1.1	101	-5	-9	4	1.1
N#Cc1c(-c2ccc(Cl)cc2Cl)nc2n(c1=O)CCS2	.	31	-5	1.1	104	-4	2	.	1.2
Cc1ccnc(SCC(=O)N2CCN(c3cccc(Cl)c3)CC2)n1	5	8	-7	1	91	11	1	0	1.1
COC(=O)C1CCN(C(=O)C(C)Oc2ccc(Cl)cc2Cl)CC1 (stereo not drawn)	.	4	-4	1	180	4	-6	.	1.1
OCCN1CCN(C(=S)c2ccc(Cl)c(Cl)c2)CC1	-1	8	-8	1.1	135	-5	8	-1	1.1
Cn1c(CNC(=O)Nc2ccccc2Cl)nnc1SCc1ccccc1	2	4	-2	0.95	99	8	-4	-4	1.1
CN1CCN(C(=O)c2ccc(CS(=O)(=O)c3c(Cl)cccc3Cl)o2)CC1	1	-10	1	0.99	98	6	-14	2	1
